# LRH-1 inv ag – suppresses constitutive activity of human LRH-1; O00482; HEK293T StAR-luciferase reporter, LRH-1 transfected, 24 h; inhibition, % at 3.6 µM; 0.13% of 360,000 active;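 active means inhibition above the mean inhibition of all tested compounds plus 3 SD, cut at about 73% in these data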;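 further: 0% = DMSO wells and 100% = reporter-only cells lacking LRH-1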
# COUP-TFII inh – blocks human COUP-TFII nuclear receptor | 0.7% of 370,000 active | P24468 | HEK293T NGFI-A luciferase reporter, luminescence | inhibition, % at 8.6 µM;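 active means inhibition above a per-plate cutoff, mean inhibition of test wells between control levels plus 3 SD, cut at about 38% in these data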;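 further: cells cotransfected with COUP-TFII expression vector driving the NGFI-A reporter; 0% = median of COUP-TF2 test wells and 100% = reporter-only cells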
# ABHD5 PLIN5 PPI – ABHD5-PLIN5 protein interaction inhibition. Q00G26+Q8WTS1. Split G. princeps luciferase complementation, luminescence, 4 h. inhibition, % at 4 µM. 0.78% of 360,000 active;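 active means inhibition above the mean inhibition across every tested compound plus 3 SD, cut at about 22% in these data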;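 further: 0% = DMSO only wells and the 100% control is not disclosed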
# NCOA2 inhibitor – human SRC2 (NCOA2) inhibition; Q15596; HEK293 GAL4-SRC2 luciferase reporter, luminescence; inhibition, % at 9 µM; 0.17% of 370,000 active;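 active means inhibition above the mean inhibition of all tested compounds plus 3 SD, set per campaign, cut at about 52% in these data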;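 further: 0% = DMSO treated cells and 100% = cells given Gossypol at 36 µM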
# NCOA1 inh – inhibits human SRC1 coactivator | Q15788 | HEK293 GAL4-SRC1 luciferase reporter, luminescence | inhibition, % at 3.6 µM | 0.12% of 360,000 active | AID 588354;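 active means inhibition above the campaign mean plus 3 SD, with each screening campaign given its own cutoff, cut at about 60% in these data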;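 further: 0% = DMSO treated cells and 100% = gossypol at 36 µM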
# LMP1 NFkB inh – inhibitors of Epstein-Barr LMP1-induced NF-kappaB reporter; 0.69% of 350,000 active; LMP1-induced NF-kappaB luciferase reporter cells, luminescence; inhibition, % at 12.5 µM; in the data active means inhibition above about 41%;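 further: 0% = neutral control wells and 100% = reference inhibitor control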
# SRC3 inh – inhibits human SRC3 coactivator; HEK293 GAL4-SRC3 luciferase reporter, luminescence; 0.17% of 360,000 active; Q9Y6Q9; inhibition, % at 3.6 µM; AID 588352;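 active means inhibition above a per-campaign cutoff, the mean of all compounds plus 3 SD, cut at about 60% in these data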;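 further: 0% = DMSO-treated cells and 100% = gossypol-treated cells at 36 µM; higher means less SRC3-driven luciferase light from the GAL4 reporter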
# MC4R ag barr – human MC4R agonism via beta-arrestin | AID 540308 | activation, % at 8.9 µM | U2OS MC4R beta-arrestin complementation, luminescence; percent of melanotan II response, DMSO zero | 0.98% of 360,000 active;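 active means activation above a per-plate cutoff, the mean activation of sample wells on that plate plus 3 SD, cut at about 8% in these data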
# Target sequence (P32245 whole entry, looked up): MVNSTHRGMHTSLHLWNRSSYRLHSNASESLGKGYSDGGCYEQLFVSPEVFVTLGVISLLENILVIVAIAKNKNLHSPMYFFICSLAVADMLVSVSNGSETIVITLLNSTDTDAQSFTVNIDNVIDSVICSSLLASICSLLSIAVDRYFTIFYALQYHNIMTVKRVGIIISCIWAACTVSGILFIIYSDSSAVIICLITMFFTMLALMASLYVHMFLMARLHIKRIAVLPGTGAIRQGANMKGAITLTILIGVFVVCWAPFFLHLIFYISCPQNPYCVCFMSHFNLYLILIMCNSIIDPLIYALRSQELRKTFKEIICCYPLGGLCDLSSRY
# TLR9-MyD88 block – blocks human TLR9 binding to MyD88. inhibition, % at 4.98 µM. CHO BLA complementation TLR9-MyD88, CCF4 FRET ratio. 0.21% of 340,000 active;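 active means inhibition above the mean over all tested compounds plus 3 SD, cut at about 21% in these data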;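 further: 0% = DMSO only wells and 100% = clavulanate BLA inhibitor control wells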
# NOD2 RIPK2 PPI – inhibitors of human NOD2-RIPK2 interaction; O43353; CHO BLA complementation NOD2-RIPK2, CCF4 ratio; inhibition, % at 4.98 µM; 0.38% of 360,000 active; in the data active means inhibition above about 21%;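 further: 0% = vehicle only and 100% = reference blocker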
# Target sequence (O43353 whole entry, looked up): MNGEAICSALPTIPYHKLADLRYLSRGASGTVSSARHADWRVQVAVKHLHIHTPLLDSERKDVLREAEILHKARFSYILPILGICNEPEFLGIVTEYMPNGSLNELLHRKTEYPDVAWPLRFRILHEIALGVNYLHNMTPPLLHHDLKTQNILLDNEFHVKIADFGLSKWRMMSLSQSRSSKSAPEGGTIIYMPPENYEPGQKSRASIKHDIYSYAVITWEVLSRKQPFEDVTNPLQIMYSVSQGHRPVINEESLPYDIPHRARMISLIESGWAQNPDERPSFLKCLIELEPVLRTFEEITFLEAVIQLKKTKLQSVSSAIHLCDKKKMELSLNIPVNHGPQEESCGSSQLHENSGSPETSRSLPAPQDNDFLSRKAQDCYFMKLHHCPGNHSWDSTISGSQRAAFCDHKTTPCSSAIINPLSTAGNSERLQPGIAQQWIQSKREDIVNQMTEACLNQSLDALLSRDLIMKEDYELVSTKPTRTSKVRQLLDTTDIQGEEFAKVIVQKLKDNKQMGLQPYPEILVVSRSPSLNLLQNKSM
# MC4R antag cAMP – blocks human MC4R cAMP signaling; MC4R-expressing cells, MTII-stimulated cAMP, LANCE TR-FRET; inhibition, % at 6.5 µM; 0.48% of 360,000 active; AID 540295;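 active means inhibition above its plate's cutoff, the mean of tested wells on that plate plus 3 SD, cut at about 29% in these data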;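 further: 0% = Melanotan II alone and 100% = Melanotan II plus saturating MCL0020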
#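 material = U2OS cells stably expressing human melanocortin 4 receptor (MC4R) | also added = Melanotan II challenge | dosing = single nominal compound dose of 6.5 µM | detection = TR-FRET with Eu-cAMP and labeled anti-cAMP, 671 nm | replication = singlicate | timing = compound 30 min, challenge 1 h, detection 1 h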
# * hit, by the source's call; . = not tested or not shown. An excerpt (hit frequency here may not be typical).
smiles	LRH-1 inv ag	COUP-TFII inh	ABHD5 PLIN5 PPI	NCOA2 inhibitor	NCOA1 inh	LMP1 NFkB inh	SRC3 inh	MC4R ag barr	TLR9-MyD88 block	NOD2 RIPK2 PPI	MC4R antag cAMP
CCOP(=O)(OCC)c1nc(-c2ccc(Cl)cc2)oc1NCc1ccccc1	19	8	3	22	6	-2	-12	0.7	-4	-8	3
COc1ccccc1OCCCCCCN1CCN(C)CC1	5	-15	6	-10	14	-4	20	-1.4	-1	0	-2
Cc1cn(CC(=O)N[C@H](CO)Cc2c[nH]c3ccccc23)c(=O)[nH]c1=O	-76	2	10	-37	8	1	-6	-1.4	4	-5	3
O=C(Cn1ncc(Cl)c(Cl)c1=O)c1ccc(Cl)cc1	20	-18	3	-12	-8	-78	-66	-1.2	32*	34*	2
COc1ccc(NC(=O)c2ccco2)cc1NC(=O)c1cccc(F)c1	19	-9	1	-44	-24	-4	-9	1.9	-2	3	9
Cc1ccc2nc(SCC(=O)N3CCCC3)[nH]c2c1	-140	-44	5	-38	-92	-18	-63	-1.5	8	4	8
CCOc1ccc(S(=O)(=O)N2CCN(S(=O)(=O)c3ccc(OCC)cc3)C(C)C2)cc1 (stereo unspecified)	10	-23	-4	3	2	-10	-3	1.1	6	-10	5
COc1cc(CN(CC2CCCO2)C(=O)c2cccs2)cc(OC)c1OC (stereo unspecified)	10	11	-2	-11	-1	2	7	-4.0	-10	-8	7
O=C(Nc1ccc(-c2nc3cccnc3s2)cc1)C1CCCO1 (stereo unspecified)	-80	7	-3	30	-36	65*	-15	-1.0	1	0	3
COc1ccc(S(=O)(=O)NCC(c2cccnc2)N2CCN(C)CC2)cc1C (stereo unspecified)	-31	9	-10	-3	-10	10	13	0.3	-8	-1	-2
Cc1ccccc1OCCn1cnc2c(N)ncnc21	-25	3	10	17	2	-21	-10	-0.7	1	-2	-6
C=CCC[C@H](Cc1ccc(F)cc1)C(=O)OC[C@@H](C)NC(=O)[C@@H](CC=C)CC(=O)N[C@@H](CO)Cc1ccccc1	-1	.	3	.	5	-4	12	1.3	-11	8	7
Cc1nn(-c2ccccc2)c(C)c1/C=N/NC(=O)CSc1nc2ccccc2c(=O)n1-c1ccc(Br)cc1	9	-6	12	11	8	-5	14	0.6	-6	-3	3
COc1ccccc1C(=O)N(Cc1nc(-c2ccc(Cl)cc2)no1)C(C)C	-14	13	-1	-2	-6	5	15	-0.2	5	3	10
CCOC(=O)C1CCN(C(=O)CN(Cc2ccccc2)S(C)(=O)=O)CC1	0	5	-1	4	-1	-29	20	-2.6	11	4	0
Cn1c(NN)nc2sc3c(c2c1=O)CCC3	-23	8	-2	3	5	1	-6	-0.8	0	7	-3
CC(Sc1nnc(C2CC2)n1N)C(=O)NC1CCCCC1C (stereo unspecified)	11	-2	-1	-7	-76	-2	-48	-2.8	1	-6	3
O=C(COc1ccc(Cl)cc1)N1CCN(c2ccc([N+](=O)[O-])c(N3CCCCC3)c2)CC1	11	-2	0	-17	-16	2	21	-2.1	-3	1	13
CCS(=O)(=O)C1=NSC2=NC(=O)/C(=C\c3cc(C)n(-c4cccc(OC)c4)c3C)C(=N)N21	-14	-4	-13	2	6	5	8	-1.3	-8	5	4
CCOC(=O)N1CCN(C(=O)CSc2nc3c(c(=O)n2-c2ccccc2OC)SCC3)CC1	12	-1	1	-11	-13	0	-8	-1.6	-2	7	-4

# Further results follow.
smiles	LRH-1 inv ag	COUP-TFII inh	ABHD5 PLIN5 PPI	NCOA2 inhibitor	NCOA1 inh	LMP1 NFkB inh	SRC3 inh	MC4R ag barr	TLR9-MyD88 block	NOD2 RIPK2 PPI	MC4R antag cAMP
COCCn1c(SCC(=O)N2CCCC2=O)nc2sc(C)c(C)c2c1=O	9	-12	-8	16	-11	-4	-4	-4.5	6	4	-6
CN(C)c1nc2c(c(N)nn2-c2ccc(Cl)cc2)c(=O)o1	7	6	3	13	-3	1	9	0.2	-8	-2	9
Cn1c(=O)c2c(nc(NCCNC(=O)c3ccco3)n2Cc2ccccc2F)n(C)c1=O	-1	-3	3	-16	18	1	-9	-2.4	0	-1	15
CN1CCC2(CC1)Nc1nc(SCc3ccc(Cl)cc3)nn1C1=C2CN(C)CC1	0	4	12	-19	-3	-27	7	-0.4	4	2	-3
CCNC(=O)C1(C)CCN(C(=O)c2ccccc2C(F)(F)F)C1 (stereo unspecified)	1	2	0	-24	6	.	-2	-0.4	.	1	-4
Cn1c(SCC(=O)NC2CCCCC2)nnc1-c1ccccc1F	-5	3	14	-14	10	-5	13	0.5	5	0	4
COc1cc(OC)c(OC)cc1CNC1CCCCCC1	2	-18	-2	-9	-37	-1	-1	-0.5	7	8	11
CCN1CCN(C(=S)Nc2ccc(C(C)=O)cc2)CC1	5	-8	-4	-10	-29	-1	-1	-1.1	4	-2	6
Cc1cccc(C(=O)Nc2ccccc2C(=O)Nc2ccc(C(=O)O)cc2)c1	-4	24	4	-1	-8	-7	-23	0.5	-36	6	0
Clc1ccc(C2[C@H]3CN(CC4CCCCC4)[C@H](c4ccccc4)C34CC2(c2ccccc2)C4)cn1 (stereo partly specified)	14	7	-7	-19	-3	-12	15	-1.0	-5	-8	12
COCOCCn1cc(CN2CCS(=O)(=O)N(Cc3ccc(-c4ccc(Cl)cc4)cc3)C(C)C2=O)nn1 (stereo unspecified)	7	15	4	22	3	2	2	-0.4	0	16	-1
CC(=O)c1ccc(S(=O)(=O)N2CCNC(=O)C2)cc1	-17	8	-10	-21	-12	2	11	0.4	-10	0	12
O=C(NCc1cccc(F)c1)c1cccc2c1C(=O)c1ccc(Cl)cc1S2(=O)=O	-9	0	-9	27	-10	-15	3	-1.5	-2	4	8
CC(C)C(=O)N1CCC2(CC1)Oc1ccc(F)cc1C(=O)C21CC(c2ccc(Cl)cc2)=NO1 (stereo unspecified)	-5	-5	-1	-6	4	5	-9	-1.3	-5	-1	11
COc1ccc(F)cc1S(=O)(=O)N1CCC(C(N)=O)CC1	-17	18	-4	-3	-1	1	-7	-0.4	0	-11	2
Clc1ccc(CSc2nncn2-c2ccccn2)cc1	12	-18	-3	-10	6	8	7	-2.7	9	2	-3
CC(Oc1ccc2ccc(=O)oc2c1)C(=O)NCC1CCC(C(=O)O)CC1 (stereo unspecified)	11	-10	6	14	2	-5	0	-2.1	3	-3	9
Cc1ccc(S(=O)(=O)Nc2ccc3c(c2)CC(=O)N([C@H](C)CO)C[C@@H](C)[C@H](CN(C)Cc2ccc(-c4ccccc4)cc2)O3)cc1	-2	.	-6	.	-11	31	-11	1.1	3	6	6
Cc1ccc([N+](=O)[O-])cc1NC(=O)CCCOc1ccccc1	0	-7	6	-20	-3	4	8	-1.1	2	-6	-3
COCCCNC(=O)c1ccc2c(c1)ncn2-c1ccccc1OC	-12	0	7	-7	-17	0	-22	0.2	-13	-8	14

# Carrying on.
smiles	LRH-1 inv ag	COUP-TFII inh	ABHD5 PLIN5 PPI	NCOA2 inhibitor	NCOA1 inh	LMP1 NFkB inh	SRC3 inh	MC4R ag barr	TLR9-MyD88 block	NOD2 RIPK2 PPI	MC4R antag cAMP
COc1cc(C(=O)OCC(=O)Nc2ccc3c(c2)OC(F)(F)O3)ccc1OCc1c(C)noc1C	13	-7	4	-40	-2	2	-6	-1.4	3	-12	4
CSc1cccc(NC(=O)c2[nH]c(C)c(C(C)=O)c2C)c1	-112	-42	-7	-51	-29	-24	-50	2.4	-4	-5	13
Cc1cc(C(=O)O)ccc1-c1ccc(/C=C2\NC(=O)N(Cc3ccc(F)cc3)C2=O)o1	4	4	-5	-22	-6	0	18	-1.2	-1	-3	-1
CN(C)S(=O)(=O)c1ccc2c(c1)nc1n2CCC1	-7	9	3	2	-3	5	13	0.5	7	-8	2
O=S(=O)(Cc1cc(Sc2ccc(Cl)cc2)nc(-c2ccccc2)n1)c1ccccc1	8	-1	-6	-13	1	37	-6	-1.4	7	-16	3
CC(C)c1c(O)nc(SCc2ccc(F)cc2)[nH]c1=O	0	-1	10	26	-39	0	-3	-0.8	9	0	11
O=C(CN1CCCC1)Nc1ccccc1Sc1ccccc1	-19	2	0	5	4	-2	15	3.2	-9	-3	12
COc1ccc(C2NC(=O)N(C)C(C)=C2[N+](=O)[O-])cc1 (stereo unspecified)	18	3	2	-13	12	3	13	-1.0	-1	-5	0
Cc1cc(-c2nnc(-c3cc4ccccc4oc3=O)o2)c(C)n1-c1ccccc1	-21	-5	-1	-27	-34	-1	-43	-1.3	3	6	-4
Cc1ccc(S(=O)(=O)N2[C@@H](c3ccc(Cl)cc3)C(C(=O)O)=CC[C@H]2c2ccc(C(C)C)cc2)cc1	-21	-8	-8	-27	-7	6	8	0.4	-6	-8	1
COc1ccccc1N1CCN(S(=O)(=O)CCNC(=O)Cc2ccc(F)cc2)CC1	7	-4	-5	-3	-3	-7	0	-5.5	4	-3	-2
COc1cc([N+](=O)[O-])c(C(=O)N2CCOCC2)c([N+](=O)[O-])c1	14	0	2	-2	-8	3	12	1.2	2	-3	17
Cc1cc(=S)[nH]c2ccccc12	5	-3	-3	-3	-12	63*	4	-2.5	-3	-5	-4
O=C(COc1ccccc1)N(Cc1ccco1)C1CCS(=O)(=O)C1 (stereo unspecified)	6	13	19	16	-26	-8	2	-2.4	6	-13	2
CC(NC(=O)c1cccc(C(F)(F)F)c1)C1CCCO1 (stereo unspecified)	-23	-7	-2	-6	5	-3	-12	-0.5	6	2	3
Cc1cc(C(=O)CSc2nc(N)cc(=O)[nH]2)c(C)n1CC1CCCO1 (stereo unspecified)	3	1	-7	1	12	5	-10	-1.4	2	13	0
CN(c1c[nH]c(=O)[nH]c1=O)C1CCCCC1	-7	15	5	-3	7	-4	6	-0.1	.	-4	3
COc1ccc(-c2nn(-c3ccccc3)cc2/C=N/NC(=O)c2cccc(S(=O)(=O)Nc3ccccc3OC)c2)cc1	-86	-15	6	-50	-41	-3	-39	-1.1	-7	-1	24
C[C@H](CO)N1C[C@H](C)[C@@H](CN(C)S(=O)(=O)c2ccccc2)Oc2c(NC(=O)Cc3ccccc3)cccc2C1=O	21	-13	-14	13	4	-14	18	-1.4	5	0	8
CC(=O)N(C1=C(N)C(=O)c2ccccc2C1=O)C(C)C	27	14	-5	-18	-6	3	2	-1.2	9	2	8
Cc1nc(NCc2ccccc2)c(C(N)=O)c2c1COC(C)(C)C2	0	-2	3	-8	11	-1	1	-0.9	3	-13	6
CCN(CC)S(=O)(=O)c1ccc(NC(=O)C2CCCN(C(=O)c3ccc(Cl)cc3)C2)cc1 (stereo unspecified)	-4	25	5	-4	-9	-1	7	0.3	15	7	6
CCc1ccc(/C=C2\SC(=S)N(CCC(=O)Nc3cc(C)on3)C2=O)cc1	3	10	-3	48	11	6	19	-1.3	-8	-5	23
